KDM4E inh = JMJD2E (human) inhibition; Potency, µM (titrated, usually from 57.1 µM), for inactives: at the highest dose activity change, negative = inhibition, actives largely listed as inhibitors; hit rate 1.6% among 230,000; AID 2147; JMJD2E catalytic domain, FDH-coupled NADH fluorescence (FDH is formaldehyde dehydrogenase); active = well fitted inhibition curve with a large enough effect, not every such curve was filed as active; inconclusive = small, poorly fitted or top-dose-only effect, or another doubt; inactive = no such curve, though single readings can be large or run the other way;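 also: 0% = wells with enzyme and -100% = buffer wells without enzyme; nearly all actives have a fitted effect of over 50% in size; many of its hits are not listed in these tables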
Target sequence (B2RXH2 1-337 limits assumed): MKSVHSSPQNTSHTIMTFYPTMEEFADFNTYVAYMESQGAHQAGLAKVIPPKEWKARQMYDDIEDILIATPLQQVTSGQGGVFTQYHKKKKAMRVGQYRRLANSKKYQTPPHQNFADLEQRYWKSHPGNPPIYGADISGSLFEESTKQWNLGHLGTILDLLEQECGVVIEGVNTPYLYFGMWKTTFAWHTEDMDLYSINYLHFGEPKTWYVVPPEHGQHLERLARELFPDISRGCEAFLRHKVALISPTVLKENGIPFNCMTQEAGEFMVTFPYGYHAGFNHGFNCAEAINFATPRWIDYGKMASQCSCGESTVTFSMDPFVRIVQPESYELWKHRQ
Tau FP inhib = blocks human tau fibril formation measured by polarization. P10636. K18 P301L tau heparin fibrillization, Alexa594 FP, 6 h. Potency, µM (highest dose often 57.7 µM), without a hit: at the top dose activity, negative = inhibition, usual class: inhibitors. hit rate 0.39% among 280,000; also: nearly all actives have a fitted effect of over 55% in size
Target sequence (P10636 561-689 P618L limits assumed): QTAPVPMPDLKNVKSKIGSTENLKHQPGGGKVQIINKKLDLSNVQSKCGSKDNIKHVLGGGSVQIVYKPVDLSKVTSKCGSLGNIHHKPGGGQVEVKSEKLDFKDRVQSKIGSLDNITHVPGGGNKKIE
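Compound effects on tau fibrillization are measured by Alexa 594 fluorescence polarization (ex 555, em 632 nm). K18 P301L tau is used at 15 uM with 0.24 uM labeled tracer, and 20 uM heparin induces aggregation over 6 hr at 37 C.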
TR SRC2 fluor cs = alters Texas Red total fluorescence, flagging assay interference; Potency, µM (highest dose often 106 µM), without a hit: top-dose fluorescence change, negative = quenching; TRb/SRC2 Texas Red total fluorescence interference; hit rate 0.29% among 280,000; active = well fitted curve in either direction with a large enough effect; inconclusive = small, poorly fitted or top-dose-only effect
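Human TRβ ligand-binding domain (0.6 uM) and Texas Red SRC2 peptide (20 nM) in Tris buffer with 1 uM T3 and 5% DMSO were incubated with pinned compound for 5 hr at ambient temperature. Total fluorescence was computed as S + 2P (555/632 nm).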
TRb-SRC2 inh = inhibitors of human thyroid hormone receptor beta-SRC2 interaction | P10828 | TRbeta-SRC2 peptide binding, fluorescence polarization; receptor liganded with 1 µM T3 | Potency, µM (doses to about 106 µM), for inactives: at the highest dose activity change, negative = inhibition, most hits filed as inhibitors | hit rate 0.065% among 280,000 | AID 1469;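 also: plate controls were bound peptide for no effect and peptide without receptor for full effect; nearly all actives have a fitted effect of over 50% in size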
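Decrease in fluorescence polarization of 20 nM Texas Red SRC2 coactivator peptide flagged inhibition of its binding to 0.6 uM TRb LBD; 1 uM T3 included, incubation 5 hr, ex 555/em 632 nm.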
GoLoco inh red = RGS12 GoLoco-Gai1 interaction inhibition. AID 880. P63096. Potency, µM (series often up to 61.6 µM), inactives show at the highest dose activity, negative = inhibition, hits mostly inhibitors. Gai1:RGS12 GoLoco peptide FP, rhodamine, 10 min. hit rate 0.44% among 230,000; active = well fitted inhibition curve with a large enough effect, not every such curve was filed as active; inactive = no such curve, though single readings can be large or run the other way; also: nearly all actives have a fitted effect of over 30% in size; many of its hits are not listed in these tables
Target sequence (P63096 whole entry, looked up): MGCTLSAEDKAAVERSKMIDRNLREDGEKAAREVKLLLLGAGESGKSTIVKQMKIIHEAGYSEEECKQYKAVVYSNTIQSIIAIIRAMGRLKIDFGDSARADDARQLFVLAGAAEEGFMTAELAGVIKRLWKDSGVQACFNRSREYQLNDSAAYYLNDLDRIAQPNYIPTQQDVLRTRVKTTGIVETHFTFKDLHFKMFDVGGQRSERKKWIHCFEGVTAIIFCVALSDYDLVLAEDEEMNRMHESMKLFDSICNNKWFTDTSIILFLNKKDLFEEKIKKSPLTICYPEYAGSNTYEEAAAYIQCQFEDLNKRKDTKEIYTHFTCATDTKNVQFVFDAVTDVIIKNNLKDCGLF
L3MBTL1 block = L3MBTL1 (human) inhibition | AlphaScreen L3MBTL1–H3K9me1 peptide binding | Potency, µM (doses to about 57.1 µM), inactives show top-dose activity, negative = inhibition, usual class: inhibitors | hit rate 0.66% among 230,000 | Q9Y468; also: nearly all actives have a fitted effect of over 60% in size
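Displacement of a biotinylated histone H3(1-15) peptide monomethylated at Lys9 (75 nM) from L3MBTL1 (50 nM) was measured by AlphaScreen after a 30 min room-temperature compound incubation; cefsulodin titration served as intraplate control.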
RECQ1 inh = inhibitors of human RECQ1 DNA helicase; P46063; RECQ1 DNA unwinding, red fluorescence kinetic read; Potency, µM (series often up to 57.3 µM), for the others: at the highest dose activity, negative = inhibition, most hits filed as inhibitors; hit rate 0.54% among 240,000; AID 2549;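 also: plate controls were vehicle for no effect and no enzyme for full effect; nearly all actives have a fitted effect of over 30% in size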
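RECQ1T1 50 nM; forked duplex (20 bp + 30-nt ss tails) 200 nM, ATP 2 mM final; pH 8.0, 2 mM MgCl2, 2.5 ug/ml poly(dI-dC); 15 min compound preincubation; discontinuous kinetic read over 2 h at RT.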
Tau ThT inhib = inhibitors of human tau fibril formation, thioflavin T binding | recombinant tau K18 P301L (four-repeat tau fragment), heparin-induced fibrillization, ThT fluorescence | Potency, µM (highest dose often 57.4 µM), inactives show at the top dose activity, negative = inhibition, hits mostly inhibitors | hit rate 2.1% among 270,000 | P10636; also: nearly all actives have a fitted effect of over 55% in size
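In this qHTS, human K18 P301L tau is incubated with compound and heparin for 6 hr at 37 C, and Thioflavin T fluorescence then reports fibril load.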
The depositor's hits bear a star; i = inactive; ? = inconclusive; · = not tested or not shown; [ ] = another dose, or the depositor's remark. Unless noted, calls follow the shape of the dose curve; as a rule, active = well fitted curve in the direction sought with a large enough effect; inconclusive = small, poorly fitted or top-dose-only effect, or another doubt; inactive = no such curve, though single readings can be large; an effect the other way counts as inactive or inconclusive. Unless noted, % is scaled to controls: 0 for no effect and ±100 for the full control effect; potency is read from the fitted curve at half-maximal effect. The list is partial, so the mix of outcomes need not match the whole.

SMILES | KDM4E inh | Tau FP inhib | TR SRC2 fluor cs | TRb-SRC2 inh | GoLoco inh red | L3MBTL1 block | RECQ1 inh | Tau ThT inhib
Cc1cccc2c(C(=O)N3CCN(C(=O)c4ccco4)CC3)cc(-c3cccc(Br)c3)nc12 | ? | 1% | -5% | 0% | 12% | -5% | -23% | ?
CCC1Oc2ccc(C)cc2N(CC(=O)N(Cc2ccc(C)o2)C2CCCC2)C1=O (stereo unspecified) | ? | 4% | 0% | -2% | -38% | -7% | -15% | ?
Cc1c(NC(=O)Nc2ccc(Cl)c(C(F)(F)F)c2)c(=O)n(-c2ccccc2)n1C | · | -2% | 0% | -4% | · | · | · | -5%
O=[N+]([O-])c1cc(C(F)(F)F)ccc1-n1nnc2ccccc21 | -1% | 8% | -1% | 0% | · | -11% | -6% | -9%
COc1ccc(CN(Cc2ccc(OC)cc2)S(=O)(=O)c2ccc(-n3cnnn3)c(C)c2)cc1 | 3% | -6% | -2% | 6% | -8% | -9% | 3% | -2%
Cc1ccc2c(c1)Cc1nc3ccccc3nc1-2 | ? | 4% | -7% | -5% | 22% | · | 0% | ?
COc1ccc(CNC(=O)c2ccc(CS(=O)(=O)c3ccccc3OC)o2)cc1 | · | 0% | 4% | -5% | · | · | · | -4%
CCS(=O)(=O)NCCc1csc(-c2ccccc2)n1 | -4% | -10% | -4% | 2% | 2% | -1% | -2% | -3%
Cc1nn2c(=O)cc(COC(=O)c3ccc(NC(=O)COc4ccc(C)c(C)c4)cc3)nc2s1 | · | 3% | 0% | 2% | · | · | · | -2%
O=C(NC(=S)Nc1cccc([N+](=O)[O-])c1)c1ccco1 | -2% | 3% | 3% | 0% | 5% | 10% | -11% | -4%
CC(C)CN1C(=S)SC(C)(C)C1n1oc(=O)n(-c2ccc(Cl)cc2)c1=O (stereo unspecified) | -7% | -16% | -5% | -4% | -2% | · | -21% | 2%
CN1CCN(C(=S)Nc2ccc(S(N)(=O)=O)cc2)CC1 | 16% | 2% | -2% | -7% | -4% | -3% | -2% | -4%
COc1ccc(CC(=O)NCc2nnc(SCC(=O)Nc3nccs3)n2C)cc1 | -1% | -6% | -1% | 7% | 13% | -2% | 6% | 5%
C=CCOC(=O)C(C(C)=O)C(NC(=O)OC)c1cccc(C)c1 (stereo unspecified) | · | -6%[11.6 µM] | 2%[11.2 µM] | 7%[11.2 µM] | · | · | i[11.5 µM] | -16%[11.5 µM]
CCN(CC(=O)Nc1sc2c(c1C#N)CCCC2)Cc1nc2ccccc2c(=O)[nH]1 | 0% | 1% | 1% | 1% | 13% | 6% | -6% | -12%
Cc1ccc(-c2csc(NC(=O)COC(=O)c3cccc(S(=O)(=O)N4CCOCC4)c3)n2)cc1 | 2% | -7% | -1% | 0% | · | -2% | -11% | -13%
O=C(CCCCn1c(=O)c2ccccc2n(CC(=O)NC2CCCC2)c1=O)NC1CCCC1 | 1% | -3% | -2% | -12% | 0% | -4% | -12% | -2%
Cc1ccc2c(c1)sc1nc(=O)n(-c3ccccc3)c(=O)n12 | 0% | -6% | -1% | 2% | -6% | -2% | -3% | -6%
CC(=O)Oc1cccc(/C=C2\C=C(c3ccc(C)cc3)OC2=O)c1 | -24% | -8% | -4% | -2% | -2% | 10% | i | ?
CCOC(=O)Cn1c(=O)n(CC2CCCO2)c2nc(-c3ccccc3OC)nc(C(N)=O)c21 (stereo unspecified) | · | -3% | -15% | 1% | · | · | · | 6%
Cc1cccc(CCNC(=O)C2CCN(c3ncnc4c3nc3n4CCCCC3)CC2)c1 | · | 1% | 5% | 0% | · | · | · | -2%
CCOc1ccc2ccccc2c1C(=O)N[C@@H]1C(=O)N2[C@@H]1SC(C)(C)[C@@H]2C(=O)O | -16% | 4% | 1% | -6% | 11% | 1% | -9% | -12%
COc1ccc(N2C(=O)C3C(C2=O)C(C(=O)c2ccccc2)N2CCCC32)cc1 (stereo unspecified) | ? | -13% | 5% | 10% | 21% | · | 14% | ?
CN(C)S(=O)(=O)c1cccc(NC(=O)Cc2ccc(Cl)cc2)c1 | 5% | -5% | -4% | 6% | -13% | 7% | -7% | 5%
Clc1cc2nc3ccccn3c2cc1Cl | ? | -3% | 0% | 2% | 19% | -3% | -2% | ?
CCC(C)NC(=O)c1cnn2c1NC(c1cccs1)CC2C(F)(F)F (stereo unspecified) | -4% | -10% | -2% | -12% | -9% | · | -4% | -6%
CCN(C(=O)Cn1c(=O)oc2cc(S(=O)(=O)N3CCCC3)ccc21)c1cccc(C)c1 | · | 0% | -3% | -5% | · | · | · | 0%
CCCNc1cc(=O)n(C)c(=O)n1C | 9% | 1% | -6% | -4% | 8% | -3% | -8% | -2%
COc1ccc(NC(=O)c2ccccc2)cc1NS(=O)(=O)c1ccc(F)cc1 | ? | 2% | -6% | -1% | -3% | -1% | i | -3%
CC1=CC(C)(C)NC(=S)N1c1ccc(C)c(C)c1 | 2% | 3% | -1% | 1% | 12% | · | -14% | -12%

Shown with two lines to a compound: part of the list above.
Every second line gives: KDM4E inh | Tau FP inhib | TR SRC2 fluor cs | TRb-SRC2 inh | GoLoco inh red | L3MBTL1 block | RECQ1 inh | Tau ThT inhib
> Clc1cc2nc3ccccn3c2cc1Cl
 : ? | -3% | 0% | 2% | 19% | -3% | -2% | ?
> CCC(C)NC(=O)c1cnn2c1NC(c1cccs1)CC2C(F)(F)F (stereo unspecified)
 : -4% | -10% | -2% | -12% | -9% | · | -4% | -6%
> CCN(C(=O)Cn1c(=O)oc2cc(S(=O)(=O)N3CCCC3)ccc21)c1cccc(C)c1
 : · | 0% | -3% | -5% | · | · | · | 0%
> CCCNc1cc(=O)n(C)c(=O)n1C
 : 9% | 1% | -6% | -4% | 8% | -3% | -8% | -2%

The listing continues:
SMILES | KDM4E inh | Tau FP inhib | TR SRC2 fluor cs | TRb-SRC2 inh | GoLoco inh red | L3MBTL1 block | RECQ1 inh | Tau ThT inhib
Cc1cc(C)nc(SCc2ccccc2C#N)n1 | -3% | 4% | -2% | -9% | 6% | 2% | -1% | -2%
COc1ccccc1CNc1nc(-c2ccco2)nn1S(=O)(=O)c1ccc2ccccc2c1 | · | ? | 1122µM*[quencher] | -6% | · | · | · | -6%
COc1cccc(C=Nc2ccccc2C#N)c1O | 8% | 11% | 0% | -2% | 2% | 4% | -1% | -20%
Cc1cc(Nc2ccc(Br)cc2)n2nc(C)nc2n1 | -9% | -14% | -4% | 3% | 10% | -11% | -19% | -4%
Cc1cccnc1NC(=O)C(C)Oc1ccccc1 (stereo unspecified) | 6% | 0% | 0% | -7% | -13% | -16% | 0% | 3%
CCN(C(=O)c1cc2c(=O)oc3ccc(C)cc3c2s1)c1cc(OC)ccc1OC | · | -1% | -17% | -1% | · | · | · | 2%
c1ccc(CSc2nnc(-c3c[nH]c4ccccc34)o2)cc1 | 66%[activator] | ? | -2% | 0% | 0% | 14% | i | 8%
COc1ccccc1OCC(=O)NNc1c2ccccc2nc2ccccc12 | ? | ? | -18% | -1% | -6% | -9% | -8% | 18µM*
COc1cc(OC)cc(C(=O)OCC(=O)Nc2sccc2C(N)=O)c1 | -28% | -14% | -7% | -6% | 19% | -15% | 7% | -11%
Cc1ccc(-n2c(C)cc(/C=C(\C#N)C(=O)NCC3CCCO3)c2C)cc1 (stereo unspecified) | -13% | 15% | 2% | -1% | -1% | -3% | -8% | ?
O=C(COc1ccc(Cl)cc1)Nc1nnc(-c2ccco2)o1 | -7% | -14% | 1% | -7% | 5% | ? | -4% | -4%
CC(C)C[C@@H](CC(=O)N[C@@H](CCC(=O)O)CC(=O)O)NC(=O)[C@@H]1CCCC[C@H]1NC(=O)C[C@@H](NC(=O)C[C@H](Cc1c[nH]c2ccccc12)NC(=O)[C@@H]1CCCC[C@H]1N)C(C)C | 16µM* | 6% | -1% | -8% | -2% | · | -9% | -7%
CC(=O)OCC1OC(OC(C)=O)C(NC(=O)Cc2ccccc2)C(OC(C)=O)C1OC(C)=O (stereo unspecified) | 2% | -2% | -1% | 1% | -6% | 11% | i | -3%
Cc1ccc(C(=O)N/N=C/c2ccc([N+](=O)[O-])s2)cc1 | -1% | 0% | -26% | 7% | 6% | -4% | -5% | ?
Nc1ccc(SC(F)(F)F)cc1 | ? | 8% | -2% | 7% | 18% | 5% | 4% | 6%
Cc1nc(NCCO)c2nc(-c3ccccc3)n(CCN(C)C)c2n1 | ? | 8% | 0% | -2% | 9% | · | -4% | 0%
O=C(CN1C(=O)C2C3c4ccccc4C(c4ccccc43)C2C1=O)Nc1cccc(C(=O)O)c1 (stereo unspecified) | 4% | 5% | -3% | -3% | 3% | -9% | 2% | 0%
O=C(NCc1ccco1)c1ccc(CN2CCOCC2)cc1 | -7% | 1% | -3% | -1% | -1% | -2% | -3% | -1%
CCC(C)NC(=O)C1CCN(C(=O)c2ccc(-n3ccc4ccccc43)s2)CC1 (stereo unspecified) | · | -5% | 0% | -2% | · | · | · | -3%
Cc1ccccc1Nc1nnc(SCC2CCCCO2)s1 (stereo unspecified) | -2% | 2% | -2% | 3% | 3% | 0% | -18% | -7%
O=c1ccc(Br)c[nH]1 | -8% | -11% | 1% | -13% | 11% | 8% | i | -2%
O=C(Nc1ccc(Nc2ccccc2)cc1)Nc1ccccc1Cl | ? | ? | -3% | -6% | 11% | -22% | -21% | 4µM*
COC(=O)c1ccc(COC(=O)CCS(=O)(=O)c2ccc(C)cc2)cc1 | 3% | 0% | -2% | -1% | 0% | 7% | 0% | -7%
COc1ccc(/C=C2\SC(=O)N(CCNC(=O)C3CCN(S(=O)(=O)c4cccs4)CC3)C2=O)cc1 | -18% | -17% | -2% | -2% | 2% | 9% | -1% | -9%
CCOC(=O)c1csc(-c2ccc3c(c2)CCO3)n1 | -6% | -5% | -1% | 5% | 12% | 6% | 10% | -15%
CC(C)CC(=O)Nc1nnc(CSCc2ccc(F)cc2)s1 | 0% | -2% | 2% | -4% | 4% | -2% | i | -17%
COCC(C)n1c(C)cc(C(=O)COC(=O)c2n[nH]c3ccccc23)c1C (stereo unspecified) | 4% | 0% | -1% | -4% | 6% | · | -11% | -12%
Cc1ccc(-c2cc(C(=O)N(Cc3ccccc3)Cc3ccco3)no2)cc1F | · | -3% | 0% | 3% | · | · | · | -7%
